Screening data deposited in PubChem by National Center for Advancing Translational Sciences (NCATS).
12-LOX inh – inhibitors of human 12S-lipoxygenase ALOX12 | Potency, µM (highest dose often 108 µM), for the others: at the top dose activity change, negative = inhibition, hits mostly inhibitors | P18054 | purified 12hLO, xylenol orange hydroperoxide absorbance | actives 1.1% (n = 580,000); active = well fitted inhibition curve with a large enough effect; inconclusive = small, poorly fitted or top-dose-only effect, or another doubt; inactive = no such curve, though single readings can be large or run the other way
Target sequence (P18054 whole entry, looked up): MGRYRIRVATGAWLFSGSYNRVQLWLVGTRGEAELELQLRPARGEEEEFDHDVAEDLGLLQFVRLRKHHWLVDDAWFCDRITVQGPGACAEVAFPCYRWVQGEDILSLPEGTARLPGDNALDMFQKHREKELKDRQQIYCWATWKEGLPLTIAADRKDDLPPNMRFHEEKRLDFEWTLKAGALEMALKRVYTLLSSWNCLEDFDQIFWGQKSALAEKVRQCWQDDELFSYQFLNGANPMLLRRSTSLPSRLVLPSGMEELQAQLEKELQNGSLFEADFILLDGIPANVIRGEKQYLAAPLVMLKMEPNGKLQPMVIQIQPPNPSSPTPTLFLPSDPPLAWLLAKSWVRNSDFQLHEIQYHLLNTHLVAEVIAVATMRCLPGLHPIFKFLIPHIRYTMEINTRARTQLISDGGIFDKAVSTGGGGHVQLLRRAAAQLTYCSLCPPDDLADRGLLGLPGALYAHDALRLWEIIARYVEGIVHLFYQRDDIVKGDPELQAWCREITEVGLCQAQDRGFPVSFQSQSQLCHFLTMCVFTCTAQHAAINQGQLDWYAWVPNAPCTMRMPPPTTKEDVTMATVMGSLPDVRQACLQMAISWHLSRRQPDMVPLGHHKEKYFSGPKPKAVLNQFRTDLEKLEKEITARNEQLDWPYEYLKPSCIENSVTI
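Hydroperoxide product was detected by ferrous iron/xylenol orange as the 573 to 405 nm absorbance ratio. Arachidonic acid at 40 uM (final) was turned over for 30 min at room temperature by 150 nM human 12hLO, pH 7.0 Hepes buffer, after 15 min compound preincubation.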
Active calls of the source: *; u = inconclusive; [ ] = another dose, or the depositor's remark. % is set by controls: 0 for no effect and ±100 for the full control effect; potency is the fitted concentration of half-maximal effect. These rows are one share of the data; count on the stated rates, not on these rows.

The first 7 records (preview)
SMILES | 12-LOX inh
CCn1cnc2c1c(=O)n(CC(=O)Nc1ccc(Oc3ccccc3)cc1)c(=O)n2Cc1ccccc1 | -19.3%
CCn1ccc2c(CN3CCC4(CCCN(CCOC)C4=O)C3)cccc21 (stereo not drawn) | 31.9%
Cc1nc(NC(=O)C2CC(=O)N(c3n[nH]c4cc(Br)ccc34)C2)sc1C (stereo not drawn) | -3.1%
O=C(NCc1ccccc1)N1CC[C@H]2COC(=O)N2c2cc(F)ccc2C1 | 0.2%[176 µM]
Cc1nc2sc(C(=O)OCC(=O)Nc3cccc(C(F)(F)F)c3)c(C)c2c(=O)[nH]1 | -13.1%
CN1CCN(CC(C#N)C(O)c2ccncc2)CC1 (stereo not drawn) | -1.7%
Cc1nc(C)c(C(=O)N2CC[C@H](N3CCN(C)CC3)[C@H](CCC(=O)O)C2)o1 | 46.6%[activator]

This part in full, previewed entries included:
SMILES | 12-LOX inh
CCn1cnc2c1c(=O)n(CC(=O)Nc1ccc(Oc3ccccc3)cc1)c(=O)n2Cc1ccccc1 | -19.3%
CCn1ccc2c(CN3CCC4(CCCN(CCOC)C4=O)C3)cccc21 (stereo not drawn) | 31.9%
Cc1nc(NC(=O)C2CC(=O)N(c3n[nH]c4cc(Br)ccc34)C2)sc1C (stereo not drawn) | -3.1%
O=C(NCc1ccccc1)N1CC[C@H]2COC(=O)N2c2cc(F)ccc2C1 | 0.2%[176 µM]
Cc1nc2sc(C(=O)OCC(=O)Nc3cccc(C(F)(F)F)c3)c(C)c2c(=O)[nH]1 | -13.1%
CN1CCN(CC(C#N)C(O)c2ccncc2)CC1 (stereo not drawn) | -1.7%
Cc1nc(C)c(C(=O)N2CC[C@H](N3CCN(C)CC3)[C@H](CCC(=O)O)C2)o1 | 46.6%[activator]
CC(Sc1nc(N)cc(N)n1)C(=O)c1ccccc1 (stereo not drawn) | 23.3%
CCOC(=O)NC(CNC(=O)c1ccccc1C)CC(C)C (stereo not drawn) | 30.0%
O=C1CC(c2ccccc2)N(C(=O)CNC(=O)c2ccc3cc[nH]c3c2)CCCCCN1 (stereo not drawn) | 7.2%
Cc1ccc(C(=O)NC(Nc2ccccc2F)C(=O)c2ccccc2)cc1 (stereo not drawn) | -3.3%
O=C(CSc1nnc(Cc2cccs2)n1C1CCCCC1)N1CCCCCC1 | 9.1%
CCNC(=O)[C@@H]1CCCN1C1(C(=O)NC)CCOCC1 | -1.2%[176 µM]
CN(Cc1ccccc1)C1CCOc2ccccc21 (stereo not drawn) | 63.9%[activator][176 µM]
CCCn1c(N2CCOCC2)nc2c1c(=O)n(C)c(=O)n2C | 36.4%[activator]
CSC1=N/C(=C\c2cccc(OC(C)=O)c2)C(=O)S1 | u
Cc1cc(Br)ccc1NC(=O)C(C)C | 41.7%[activator]
COc1ccccc1Nc1ncc2c(n1)CN(C(=O)c1ccccc1)CCN2 | -16.2%[176 µM]
Cc1ccc(C(=O)NC2CCN(c3cnn(CC4CC4)c(=O)c3)CC2)s1 | 46.0%
O=C(NC1CCCC1)C1C(c2ccc(C(F)(F)F)cc2)=Nc2ccccc2N1C(=O)c1cc2ccccc2[nH]1 (stereo not drawn) | -9.4%
CCN1CCN(CCNC(=O)c2cccc3c2CCN3C(=O)Nc2ccc(C)cc2)CC1 | 55.0%[activator]
O=C1NC2(CCN(CC3CCCC3)CC2)COc2ccccc21 | u
CCCN(CC1CCOC1)S(=O)(=O)c1ccccc1Cl (stereo not drawn) | -0.1%
O=C(N[C@H]1[C@@H]2CCO[C@@H]2[C@@H]1C1CCCC1)c1ncc(F)cc1F | 73.9%[activator]
O=C(O)C1CCc2nnc(C3CCCN(S(=O)(=O)c4cccs4)C3)n21 (stereo not drawn) | 1.2%[6.33 µM]
CN(C(=O)c1cccn1C)C1CCc2nn(C)c(=O)n2CC1 (stereo not drawn) | 6.0%
Cc1nc(C)c(C(=O)N2CCC(N3C(=O)C4(CCCC4)C3c3scnc3C)CC2)s1 (stereo not drawn) | 17.1%
Cn1c(Cn2cccn2)nnc1C1CC(NC(=O)c2ccsc2)C1 (stereo not drawn) | 16.2%
CCN1CCCC2(Cc3ccccc3CN(C(=O)CCCC(=O)O)C2)C1 (stereo not drawn) | 4.2%[6.33 µM]
CCc1ccc(C(=O)N(Cc2ccncc2)C2CC2)o1 | -1.3%
O=C(c1n[nH]c2ccccc12)N1CCCC1c1nc(CCOCC2CCOCC2)no1 (stereo not drawn) | u
Cc1cccc(N2CCN(c3ncncc3-c3nc(-c4ccccc4)no3)CC2)c1 | 14.5%
COc1ccc(CCNC(=O)C2CCN(c3cn[nH]c(=O)c3)C2)cc1OC (stereo not drawn) | 17.6%
OC1(Cc2cc(-c3ccccc3)no2)CCN(c2ncncn2)CC1 | u
CCCC(c1nnnn1C1CCCCC1)N1C(=O)C(=O)c2ccccc21 (stereo not drawn) | -28.4%
Cc1ccc(-c2cc(C(F)(F)F)on2)cc1S(=O)(=O)NCc1ccc(F)cc1 | -24.2%
Cc1ccc2nc(-c3ccc(CN4CCC(n5cc(-c6ccccc6)[nH]c5=O)CC4)cc3)c(-c3ccccc3)nc2c1 | u
c1ccc(-c2ncn(CC3CCCO3)c2-c2cccc3cnccc23)cc1 (stereo not drawn) | 19.4%
CC(C)C(=O)N1CCN(C(=O)CCc2c[nH]c3ccccc23)CC1 | 2.9%
COC(=O)CNC(=O)c1nc(-c2ccc(Cl)cc2)c2ccccn12 | 20.6%[176 µM]
O=Cc1cccc(-c2ccc(C(=O)O)cn2)c1 | -0.6%[12.5 µM]
N#Cc1c(N)n[nH]c1CCCNC(=O)C1c2ccccc2Oc2ccccc21 | -1.4%
O=C(O)CC1COCCN1C(=O)Cn1cnnn1 (stereo not drawn) | u
COC(=O)[C@]12C[C@H](CC(=O)NCCc3ccccc3OC)C(=O)N(CCC3=CCCCC3)C1=C[C@H](C(C)C)O[C@@H]2C1CC1 | 0.0%
Cc1cnc(C(=O)N[C@@H]2CCC[C@@H]2C(=O)NCc2ccccc2F)cn1 | 53.3%[activator]
CCn1ccnc1CN1CCN(C2CCCCC2)C(CCO)C1 (stereo not drawn) | 8.8%
CCCC1N=C2c3ccccc3N=C(SCC(=O)Nc3cc(OC)cc(OC)c3)N2C1=O (stereo not drawn) | u
Cc1ccccc1CNC[C@H]1Cn2cc(-c3ccccc3)nc2CO1 | 24.8%[176 µM]
Cc1[nH]c2ccccc2c1/C=N/c1sc2c(c1C#N)CCC(C)C2 (stereo not drawn) | 22.4µM*
CCc1ccc(CNC(=O)C2(c3ccc(NC(=O)C(C)C)cc3)CCC2)cc1 | 35.6%
CCN(CC)S(=O)(=O)c1cc(NC(=O)c2[nH]c(C)c(C(=O)OC)c2C)ccc1C | 59.0%[activator]
Cc1ccc(CN2C(=O)[C@@H]3C[C@@H](O)CN3C3(CN(CC4CC4)C3)C2=O)o1 | 33.0%[176 µM]
CCOc1ccc(CN(C(=O)c2cc(=O)c3ccc(C)c(C)c3o2)C2CCS(=O)(=O)C2)cc1 (stereo not drawn) | u
CC(C)CNC(=O)COC(=O)c1n[nH]c(=O)c2ccccc12 | 69.2%[activator]
COCCNC(=O)[C@@H]1C[C@@H](O)CN1C1CCN(C(=O)C2(c3ccccc3)CC2)CC1 | 45.6%
COc1ccc(NC(=O)Cn2c(-c3ccc(Cl)cc3)nc(C)cc2=O)cc1OC | 9.4%
CC(C)CN1CC2(C1)C(=O)N(CCCN1CCCC1=O)C(=O)[C@@H]1C[C@@H](O)CN12 | u
CC(=O)Nc1ccc(-c2nccc3[nH]nc(-c4cccc(C(F)(F)F)c4)c23)cc1 | -7.8%
NC(=O)[C@@H](Cc1c[nH]c2ccccc12)NC(=O)[C@@H]1CN(C(=O)Nc2ccccc2)CCN1C(=O)C1CCCCC1 | -0.2%
CCCn1nc(C(=O)N2CCCC2c2cccs2)c2ccccc2c1=O (stereo not drawn) | u

(list continues)
SMILES | 12-LOX inh
CCCCCCCCC#CC#Cc1cccc(C(=O)O)c1 | u
O=C(Nc1ccc(F)cc1)C(Sc1ccccn1)c1ccccc1 (stereo not drawn) | 9.2%
COc1ccc(C(=O)N2CCCCCCNC(=O)[C@@H]3C[C@@H](c4nc(C(C)C)no4)C[C@@H]32)cn1 | 36.5%
O=c1oc2ccc([N+](=O)[O-])cc2c(N2CCOCC2)c1[N+](=O)[O-] | -5.9%
CC(=O)NNC(=S)Nc1ccc(C(C)C)cc1 | -0.1%
O=C1NCCOCCN(C(=O)NC2CCCCC2)[C@@H]2CCCC[C@H]12 | 49.1%[activator]
Cc1cccc(-c2nc(C#N)c(N3CCN(Cc4ccccc4)CC3)o2)c1 | u
CCOc1cc(=O)n2c(c1C(=O)Nc1cccc(F)c1)CCCC2 | 26.4%
Cn1ncc(N2CCCC(CC(=O)NCCC3=CCCCC3)C2)cc1=O (stereo not drawn) | 3.2%
CC(C)c1ccc2c(c1)-c1ccccc1S(=O)(=O)N2CC(=O)NCc1cccnc1 | 9.2%
COc1ccc2[nH]c3c(c2c1)CCNC31CCN(C(=O)Cc2cccnc2)CC1 | 40.1%[activator]
CC1(c2nc(C3CCOCC3)nn2CC2COCCO2)CC1 (stereo not drawn) | 71.7%[activator]
CC(C)C[C@@H](NC(=O)C1=C[C@@H](NC(=O)c2cnccn2)[C@@H](O)[C@H](O)C1)C(N)=O | -6.6%[176 µM]
CC(C)CN1C(=O)c2cccn2CC1C(=O)NCCCc1ccccc1 (stereo not drawn) | 7.2%
Cc1[nH]ncc1Cl | 17.3%
CCc1cc(=O)n(CC(=O)Nc2ccc(C)cc2Cl)c(N2CCOCC2)n1 | 25.5%
COc1ccc(C(=O)CSc2nnc3c(=O)n(-c4cc(Cl)ccc4C)ccn23)cc1OC | 28.9%
NC(=O)CCN(Cc1ccccc1)C(=O)C1CCN(C(=O)C2CCCC2)CC1 | -12.0%
COc1cccc(Cn2c(=O)c(C)nc3cnc(Oc4ccccc4)nc32)c1 | 0.0%
N#CC(=C=[N-])c1nc2ccccc2nc1-[n+]1cccc(NC(=O)c2ccc(F)cc2)c1 | -2.8%

(list continues)
SMILES | 12-LOX inh
Cc1cc(F)ccc1NC(=O)C1CCN(c2cc(C(F)(F)F)ncn2)CC1 | -1.8%
O=C(NC1CCCc2ccccc21)c1ccc2ncsc2c1 (stereo not drawn) | -22.8%
Cc1nc2c(c(-c3ccc(Cl)cc3)n1)CCN([S+](=O)([O-])c1cccs1)CC2 | 12.8%
CC1(C)[C@H](Cc2cc(CC3CCCCC3)on2)C[C@@H]1NC1CCOCC1 | -3.9%[176 µM]
CCc1cccc(-n2nnnc2N2CCN(C(=O)CCc3ccccc3)CC2)c1 | -0.2%[6.33 µM]
Cc1nc2c(ccc3c(C)c(C)[nH]c32)s1 | 28.2µM*
CCC1CCC(NC(=O)/C=C/c2ccccc2F)CC1 (stereo not drawn) | -1.1%
CCC[C@H]1[C@@H](NS(=O)(=O)c2ccc(OC)cc2)CC[C@@]23CCCN2C(=O)CCC[C@@H]13 | 3.9%
Cn1nccc1C(=O)NCC1Cn2cccc2CN1Cc1ccccc1 (stereo not drawn) | 286.7%[activator]
COc1cccc(N2C(=O)NC(=NC3CCCC3)C23CCCN([S+](=O)([O-])c2cccc(C(F)(F)F)c2)C3)c1 (stereo not drawn) | 1.4%[6.33 µM]
CC(C)N(C(=O)COc1ccc2ccc(=O)oc2c1)c1ccccc1 | -9.0%
O=C(Nc1cccc(S(=O)(=O)NC2=NCCC2)c1)c1cccc(Br)c1 | 0.3%
CCCCCCCCCCCCNC[C@@H]1CSCCS(=O)(=O)N1 | 1.1%
CCn1c(SCC(=O)N(C)Cc2ccc(-c3ccc(Br)cc3)o2)nnc1C1CC1 | u
COc1cc2c(cc1OC)CN(C(=O)CCc1ncc(-c3ccc(F)cc3F)o1)CC2 | 2.1%
C=CCNC(=S)NNC(=O)c1cccc(C)c1 | 40.1%[activator]
FC(F)(F)c1ccccc1-c1ccc2ncnc(NCc3cccnc3)c2c1 | u
O=C(O)c1ccccc1C(=O)N[C@H]1CO[C@H]2[C@@H]1OC[C@@H]2n1nnnc1Oc1ccc2c(c1)OCO2 | 49.6%
COc1ccc(Nc2ccc3nnc(-c4ccccc4Cl)n3n2)cc1 | u
COc1ccc(-c2noc(CN(C(=O)c3ccco3)C(C)C)n2)cc1OC | 14.6%
COc1ccc(/C=C/c2nc(C#N)c(NCc3ccc4c(c3)OCO4)o2)cc1OC | 94.1%[activator]
N#Cc1cccc(C(=O)C(=O)N2CCCN(Cc3ccc(F)cc3)CC2)c1 | -18.1%
O=C(NC1(C(F)(F)F)N=C(c2ccccc2)N(Cc2ccco2)C1=O)c1ccccc1 (stereo not drawn) | -14.0%
CCOC(=O)c1c(C)c(CCC(=O)NCCN2CCCC2)c(C)n1C | 21.7%
COc1cccc(C(C)N(C)Cc2nc(Cc3cccc(F)c3)no2)c1 (stereo not drawn) | 20.7%
CC1=C[C@@H](CC#N)[C@H](C(C)C)C[C@H]1CC(=O)NCc1ccccc1 | 30.2%[activator][176 µM]
COc1ccc(-c2cc(C(=O)N3CCC(c4nc(CCOCC5CC5)no4)C3)[nH]n2)cc1 (stereo not drawn) | 26.4%
CCCC(=O)Nc1ccc2c(c1)C(=O)N(C)C[C@@H](OC)[C@H](C)CN(Cc1ccc(-c3ccccn3)cc1)[C@@H](C)CO2 | -1.3%
Cc1cccc(Nc2nc(N)c(C(=O)C(C)C)s2)c1 | -1.1%
O=C1CCN(Cc2cccnc2)CCCC(C(=O)Nc2ccccc2)CCN1 (stereo not drawn) | 50.2%
CN(C)CC(=O)N1C[C@@H]2CN(c3cc(C4CC4)ncn3)C[C@]2(C(=O)O)C1 | 2.6%
CC(=O)c1ccc(N2CCN(C(C(=O)O)c3c[nH]c4cc(NC(=O)C(C)C)ccc34)CC2)cc1 (stereo not drawn) | -25.3%
Cc1ccc(C(C(=O)N2CCC(Cc3noc(C)n3)CC2)N(C)C)cc1 (stereo not drawn) | -7.3%
C[C@@H]1CN(C(=O)CCc2cnccn2)CC[C@@]1(O)C1CCOCC1 | 48.1%[activator]
COc1cccc(C(=O)Nc2cc(C(C)(C)C)on2)c1 | -28.0%
